# Screens deposited in PubChem by several laboratories.
# Bim-Bcl-W – inhibitors of Bim binding to Bcl-W, primary screen, biochemical, multiplexed, bead-based flow cytometry. Bcl-2-like protein 2 (Homo sapiens), Q92843. Bim peptide-Bcl-W binding. inhibition, % at 10 µM. 190,000 tested, 0.02% active. AID 952, 2007;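 note: 0% = bound tracer without compound and 100% = peptide blocker; higher means less fluorescent Bim peptide bound to Bcl-W beads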
# Target sequence (Q92843 whole entry, looked up): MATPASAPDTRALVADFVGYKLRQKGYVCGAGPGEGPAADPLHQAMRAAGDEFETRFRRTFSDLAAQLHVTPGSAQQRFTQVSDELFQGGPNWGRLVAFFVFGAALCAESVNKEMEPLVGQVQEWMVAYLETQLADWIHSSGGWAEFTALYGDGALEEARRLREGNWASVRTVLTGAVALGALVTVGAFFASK
# Mcl1-Bid inh – Mcl-1/Bid binding inhibitors, primary screen, biochemical, TR-FRET, 1536-well; Induced myeloid leukemia cell differentiation protein Mcl-1 (Homo sapiens), Q07820; TR-FRET Mcl-1/Bid-Dy647 peptide binding; inhibition, % at 21.7 µM; 220,000 tested, 0.97% active;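 active = compounds that cut the binding signal by more than half at the single screening dose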;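 note: His-tagged Mcl-1 with europium anti-His antibody binding Bid BH3 peptide; 0% = Mcl-1 plus peptide wells and 100% = peptide-only wells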
# Bim-Bcl-B – inhibitors of Bim-Bcl-B binding, primary screen, biochemical, multiplexed, human Bcl-2 family | bead-based flow cytometry, Bim peptide-Bcl-B binding | inhibition, % at 10 µM | 190,000 tested, 0.073% active;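 note: 0% = tracer peptide without compound and 100% = reference inhibitor peptide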
# Bim-Bcl-XL – inhibitors of Bim-Bcl-XL binding, primary screen, biochemical, multiplexed, bead flow cytometry, human Bcl-XL. inhibition, % at 10 µM. AID 1007, 2008. 190,000 tested, 0.04% active. Bim peptide-Bcl-XL binding, fluorescence. Bcl-2-like protein 1 (Homo sapiens), Q07817
# Target sequence (Q07817 whole entry, looked up): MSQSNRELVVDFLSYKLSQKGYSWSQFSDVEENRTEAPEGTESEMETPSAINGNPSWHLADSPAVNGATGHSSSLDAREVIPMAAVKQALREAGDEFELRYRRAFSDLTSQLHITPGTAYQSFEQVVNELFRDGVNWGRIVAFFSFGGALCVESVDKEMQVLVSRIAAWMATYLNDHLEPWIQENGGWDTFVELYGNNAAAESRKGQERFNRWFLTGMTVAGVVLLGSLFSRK
# RGS8-Gao – RGS8-Galphao binding modulators, primary screen, biochemical, multiplexed bead flow cytometry; Guanine nucleotide-binding protein G(o) subunit alpha (Homo sapiens), P09471; actives lie on both sides; response (percent of control binding), % at 10 µM; 220,000 tested, 0.34% active; AID 1423, 2008; in the data active = response below about 60% or above about 140%; inactive = in between;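 note: Galphao activated as the GDP aluminium fluoride complex binding bead-coupled RGS8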
# Target sequence (P09471 whole entry, looked up): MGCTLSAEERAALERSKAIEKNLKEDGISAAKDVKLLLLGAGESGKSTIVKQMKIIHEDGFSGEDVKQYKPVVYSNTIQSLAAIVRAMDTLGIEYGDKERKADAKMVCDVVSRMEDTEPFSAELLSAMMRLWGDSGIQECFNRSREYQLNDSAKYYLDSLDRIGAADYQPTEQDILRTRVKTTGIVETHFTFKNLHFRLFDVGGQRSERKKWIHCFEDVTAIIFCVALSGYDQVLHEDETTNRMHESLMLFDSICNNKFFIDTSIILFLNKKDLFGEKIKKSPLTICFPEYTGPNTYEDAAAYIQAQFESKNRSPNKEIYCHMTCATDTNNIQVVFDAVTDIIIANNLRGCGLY
# RGS4-Gao reg – modulators of RGS4 binding to Galphao, primary screen, biochemical, multiplexed bead flow cytometry; Guanine nucleotide-binding protein G(o) subunit alpha (Homo sapiens), P09471; actives lie on both sides; binding response (% of control), % at 10 µM; 220,000 tested, 0.33% active; in the data active = binding response below about 49% or above about 150%; inactive = in between;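 note: fluorescent Galphao activated with aluminum fluoride binding bead-coupled RGS4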
# RGS7-Gao – RGS7-Galphao binding modulators, primary screen, biochemical, multiplexed bead flow cytometry; Guanine nucleotide-binding protein G(o) subunit alpha (Homo sapiens), P09471; actives lie on both sides; binding response (% of control), % at 10 µM; 220,000 tested, 0.35% active; AID 1439, 2008; in the data active = binding response below about 49% or above about 150%; inconclusive = no clear call, values can overlap the other calls; inactive = in between;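 note: fluorescent Galphao held in activated GDP-AlF4 state binding bead-coupled RGS7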
# Mcl-1 Bim block – inhibitors of Bim peptide binding to Mcl-1, primary screen, biochemical, bead-based flow cytometry, multiplex; inhibition, % at 10 µM; Induced myeloid leukemia cell differentiation protein Mcl-1 (Homo sapiens), Q07820; 190,000 tested, 0.1% active; Bim peptide-Mcl-1 binding;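 note: 0% = no compound tracer wells and 100% = peptide blocker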
# Bim-Bcl-2 – inhibitors of Bim-Bcl-2 binding, primary screen, biochemical, multiplexed, human Bcl-2 family; Apoptosis regulator Bcl-2 (Homo sapiens), P10415; Bead-based flow cytometry, Bim peptide-Bcl-2 binding; inhibition, % at 10 µM; 190,000 tested, 0.06% active; AID 950, 2007; in the data active = inhibition above about 40%; inconclusive = no clear call, values can overlap the other calls;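 note: 0% = no compound wells with probe peptide and 100% = reference peptide inhibitor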
# Target sequence (P10415 whole entry, looked up): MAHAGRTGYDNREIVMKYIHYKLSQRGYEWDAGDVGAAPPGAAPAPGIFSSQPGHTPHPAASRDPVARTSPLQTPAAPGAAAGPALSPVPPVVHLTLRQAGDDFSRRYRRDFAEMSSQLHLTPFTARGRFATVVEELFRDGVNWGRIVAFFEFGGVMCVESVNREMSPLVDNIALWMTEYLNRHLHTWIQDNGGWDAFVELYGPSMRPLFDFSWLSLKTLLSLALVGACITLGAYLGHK
# GSH fluor – compound fluorescence on glutathione beads, profiling panel, artefact control, biophysical, 488/530 nm, flow cytometry; 190,000 tested, 0.25% active; GSH beads flow cytometry, compound fluorescence 488/530 nm; active compounds read high; fluorescence (KMESF) at 10 µM; AID 1776, 2009; in the data active = fluorescence above about 89;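 note: glutathione beads carrying GST-tagged Bcl family fusion proteins plus one bare bead set; values are compound well signal with DMSO vehicle wells as background; inactives centre near 16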
# Bim-Bfl-1 – inhibitors of Bim binding to Bfl-1, primary screen, biochemical, multiplexed, bead-based flow cytometry | Bcl-2-related protein A1 (Homo sapiens), Q16548 | Bim-Bfl-1 binding inhibition | AID 1008, 2008 | inhibition, % at 10 µM | 190,000 tested, 0.12% active;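 note: 0% = wells without compound plus tracer and 100% = blocker peptide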
# An asterisk follows results filed as active; ? = inconclusive. Cut-off read from the data, not from the text of the source, unless noted: active = inhibition above about 40%.
SMILES,Bim-Bcl-W,Mcl1-Bid inh,Bim-Bcl-B,Bim-Bcl-XL,RGS8-Gao,RGS4-Gao reg,RGS7-Gao,Mcl-1 Bim block,Bim-Bcl-2,GSH fluor,Bim-Bfl-1
CCCOc1c(Br)cc(C2C3=C(CCCC3=O)N(CC)C3=C2C(=O)CCC3)cc1OC,-3,0,1,0,97,90,104,-3,2,12,3
CCOC(=O)c1c(NC(=S)Nc2ccccc2)sc2c1CCN(CC)C2,4,5,-15,0,84,126,111,-4,-2,11,16
Cc1ccc(Cn2c(SCCN3CCOCC3)nc3c2c(=O)n(C)c(=O)n3C)cc1,-3,-28,-7,-6,103,102,106,-3,-9,9,-9
Cc1cccc(C(=O)NCCCN2CCCC2=O)c1,0,-29,-8,-4,102,102,103,-3,-15,23,-17
CCC(c1nnnn1CCc1ccccc1)N(Cc1ccco1)Cc1cc2c(C)ccc(C)c2[nH]c1=O (stereo not drawn),1,-8,-8,-3,104,106,108,0,-10,16,-11
Cc1c(C(=O)OCc2ccccc2)nnn1-c1nonc1N,3,-20,-9,-7,100,98,98,-1,-9,10,-13
O=c1cnc(-c2ccc(Cl)cc2)cn1O,-3,39,-1,-2,98,91,91,0,-4,15,-6
COC(=O)c1cn(CC(=O)N2CCCCC2C)c2ccccc12 (stereo not drawn),1,-1,0,1,101,105,103,-2,0,12,1
Cc1noc(C)c1S(=O)(=O)NC1CCCc2ccccc21 (stereo not drawn),-3,-42,-1,-6,93,87,95,-5,-5,8,-4
COc1cccc(-n2nc(C(N)=O)c(O)cc2=O)c1,-2,-38,-4,-3,97,97,101,0,-2,13,-5

# Not a retest: 4 of the compounds above.
SMILES,Bim-Bcl-W,Mcl1-Bid inh,Bim-Bcl-B,Bim-Bcl-XL,RGS8-Gao,RGS4-Gao reg,RGS7-Gao,Mcl-1 Bim block,Bim-Bcl-2,GSH fluor,Bim-Bfl-1
CCOC(=O)c1c(NC(=S)Nc2ccccc2)sc2c1CCN(CC)C2,4,5,-15,0,84,126,111,-4,-2,11,16
Cc1ccc(Cn2c(SCCN3CCOCC3)nc3c2c(=O)n(C)c(=O)n3C)cc1,-3,-28,-7,-6,103,102,106,-3,-9,9,-9
Cc1cccc(C(=O)NCCCN2CCCC2=O)c1,0,-29,-8,-4,102,102,103,-3,-15,23,-17
CCC(c1nnnn1CCc1ccccc1)N(Cc1ccco1)Cc1cc2c(C)ccc(C)c2[nH]c1=O (stereo not drawn),1,-8,-8,-3,104,106,108,0,-10,16,-11

# (more compounds)
SMILES,Bim-Bcl-W,Mcl1-Bid inh,Bim-Bcl-B,Bim-Bcl-XL,RGS8-Gao,RGS4-Gao reg,RGS7-Gao,Mcl-1 Bim block,Bim-Bcl-2,GSH fluor,Bim-Bfl-1
Cc1ccccc1C1c2[nH]c3ccccc3c2CCN1CCCn1cccn1 (stereo not drawn),2,-40,-1,-1,99,100,95,0,2,17,3
CCCCC(=O)N(CCOC)c1nnc(-c2cccnc2)s1,0,11,-3,-3,102,103,103,0,-2,9,-5
COc1cccc(CNc2nc(-c3cccnc3)nc3ccccc23)c1,4,-12,0,-1,101,99,?,1,-2,19,-2
NS(=O)(=O)c1ccc(NC(=O)/C=C/c2ccccc2[N+](=O)[O-])cc1,-1,5,-4,-2,100,101,98,-2,-1,14,-3
CCOC(=O)C1CCCN(C(=O)CN2C(=O)C(CC)Oc3ccc(C)cc32)C1 (stereo not drawn),0,-13,-3,-5,105,98,101,-3,-8,34,-15
COc1ccc(-c2ccc(SCC(=O)c3ccccc3)nn2)cc1OC,-2,-6,-5,-2,100,99,106,-1,-5,19,-5
COc1cc(C(Nc2ccc(S(=O)(=O)N3CCC(C)CC3)cc2)C(=O)NCC2CCCO2)cc(OC)c1OC (stereo not drawn),-6,12,-2,-3,106,105,106,-3,-8,23,-2
CCC(Oc1ccccc1)C(=O)N1CCN(C(=O)C(CC)Oc2ccccc2)CC1 (stereo not drawn),0,-19,-7,0,102,103,107,-4,-13,62,-15
C=CCn1c(C)cc(C(=O)COC(=O)c2ccc(N)c([N+](=O)[O-])c2)c1C,-5,-7,-4,-8,101,98,103,-3,-3,9,-1
CCOc1ccccc1NC(=O)N1CCC(n2nnc3cc(C)ccc32)CC1,6,-13,-4,4,112,119,120,0,-4,38,-5
COc1cccc(-c2csc(N3CCN(CC(=O)NNC(=O)c4ccc(Br)cc4)CC3)n2)c1,0,-18,-9,0,100,98,98,1,3,17,1
Cc1nn(C)c(C(=O)N2CCN(C(=O)c3ccco3)CC2)c1[N+](=O)[O-],-2,-14,-4,-6,101,99,101,-1,-3,8,0
CCCc1nc(C)c(-c2ccc(OC)c(OC)c2)c(=O)[nH]1,0,-7,-1,-2,99,101,96,-5,-2,11,-1
CCCOC(=O)c1ccc(OCC(O)CN2CCN(C(=O)c3ccccc3)CC2)cc1 (stereo not drawn),-1,0,-3,-3,107,109,109,-1,-1,11,0
CCCOc1c(OC)cccc1C1CC(=O)Nc2cc3c(cc21)OCO3 (stereo not drawn),2,-33,-2,-6,97,99,98,1,-1,7,-5
COc1cccc(/C=C2/SC(=S)N(CC(=O)Nc3nnc(C)s3)C2=O)c1,-4,-16,-5,-1,100,95,95,-1,0,13,0
CCCc1cc2c(cc1NC(=O)c1ccc(C)cc1)OCO2,-6,-18,-1,0,101,98,98,-1,-4,6,-3
O=C(OCC(=O)c1cccs1)C1=COCCO1,-1,-15,-8,0,99,98,101,0,-11,27,-7
CCOC(=O)CNC(=O)C1CCCc2c1[nH]c1ccc(Cl)cc21 (stereo not drawn),-2,-57,-2,0,102,103,107,-8,1,13,-1
Cc1ccc(NS(=O)(=O)c2ccc(OCC(=O)NCc3ccncc3)cc2)cc1,15,0,7,21,97,100,99,17,14,11,20
N#Cc1cc2c(nc1SCc1cccnc1)CCCC2,3,-52,-13,-8,101,103,105,-2,-5,50,-4
Cc1cn([C@H]2C[C@H](N=[N+]=[N-])[C@@H](CO)O2)c(=O)[nH]c1=O,-1,2,-3,-6,101,100,101,-2,-1,22,-3
CC(C)Cn1cc(F)c(=O)n(CC(C)C)c1=O,-4,-14,-5,-1,97,98,98,-1,-4,12,-4
COc1ccc(C(C(=O)NCC2CCCO2)N(C(=O)CNC(=O)c2cccs2)c2ccc(C(C)=O)cc2)cc1OC (stereo not drawn),1,-8,-3,1,101,102,107,-1,-1,17,-6
Cc1noc(C)c1C(=O)Nc1nc(-c2ccccc2Cl)cs1,-3,3,-7,-8,100,101,103,-3,-3,9,-3
N#CCCn1c(SCC(=O)NCc2ccco2)nc2ccccc21,-2,-41,-5,-2,100,100,99,-1,-2,20,0
C=CCN1C(=O)/C(=C2\SC(N3CCOCC3)=NC2=O)c2cc(Br)ccc21,2,5,-5,-2,99,100,101,0,-1,22,4
O=C(NCc1ccccn1)C1CC(c2ccc(Cl)c(Cl)c2)=NO1 (stereo not drawn),-1,-9,-2,0,99,98,96,-2,-3,20,-2
Cc1cccc(CN2CCN(C(c3ccccc3)c3ccc(Cl)cc3)CC2)c1 (stereo not drawn),0,44,3,-2,102,105,105,0,-2,21,1
CCS(=O)(=O)c1ccc(O)c(N2C(=O)C3C4C=CC(C4)C3C2=O)c1 (stereo not drawn),-4,-10,0,-2,101,101,102,-5,-3,10,-1
COC(=O)[C@H](Cc1ccccc1)NC(=O)Nc1ccc(S(N)(=O)=O)cc1,11,-13,4,3,127,113,109,2,3,34,8
CCCCC(=O)Nc1ccc(NC(=S)NC(=O)CC(C)C)cc1OC,-3,-54,-3,-3,100,100,101,-4,-2,6,-2
CC(=O)N1CCN(S(=O)(=O)c2cccc(C(=O)Nc3nc4c(s3)CCCC4)c2)CC1,0,-43,-4,-1,101,102,104,-3,0,6,0
O=C(NCc1ccncc1)C(=O)NCc1ccco1,-2,-26,0,0,101,101,102,1,-1,17,-5
C=C1C(=O)[C@@]23[C@H](O)C[C@@H]4C(C)(C)CC[C@H](O)[C@@]4(C)[C@@H]2CC[C@@H]1[C@H]3O,0,1,0,-2,101,100,102,0,0,19,-1
CCCS(=O)(=O)N1CCCC(C(=O)N2CCN(C(=O)OCC)CC2)C1 (stereo not drawn),-2,-14,0,1,101,102,104,-1,-1,28,5
Cc1ccc(C(=O)/C=C/Nc2ccccc2C(N)=O)o1,1,-17,1,0,97,97,96,3,5,30,2
Cc1nc(S/C(=C\c2ccc(OCc3ccccc3Cl)cc2)C(=O)O)n[nH]1,-1,-36,-2,-2,100,90,88,-3,-4,14,-2
COc1ccc(S(=O)(=O)NCc2ccc(C(=O)N3CCc4ccccc4C3)cc2)cc1,-1,-22,-4,-3,101,102,103,-2,0,7,0
O=C(/C=C/Nc1ccc(Br)cc1F)c1ccccc1,-3,-18,-9,-6,101,100,101,-5,-5,3,0
FC(F)(F)c1ccccc1NC(=S)Nc1cccc2cnccc12,-1,-46,-3,-1,102,100,99,0,-7,13,-1
CC(C)(C)NS(=O)(=O)c1cnc(Cl)c(Cl)c1,3,-3,0,0,100,102,100,1,-1,11,-6
CCOc1ccc(C(=O)NNC2CC(=O)N(CCc3ccccc3)C2=O)cc1OC (stereo not drawn),0,-21,-2,-2,100,96,98,-3,-1,7,0
COc1ccccc1/C=C/C(=O)NCC(=O)N1CCC(N(C)C2CCCC2)CC1,3,-9,-3,-2,102,105,107,4,2,16,-2
CCN1CCN(C(C(=O)NC2CCCC2)c2cc3c(cc2[N+](=O)[O-])OCO3)CC1 (stereo not drawn),-2,-44,1,-2,117,105,102,-4,-2,10,2
Cc1cc(C(=O)N2CCc3c([nH]c4ccccc34)C2c2cccc(Cl)c2)nn1C (stereo not drawn),0,-14,-2,-1,105,104,105,-1,-1,14,-4
CCCOC(=O)CCNc1n[nH]c(=O)[nH]c1=O,0,-3,-2,-6,98,99,94,-2,2,9,-2
CC(O)c1nc2ccccc2n1C/C=C/c1ccccc1 (stereo not drawn),0,-15,-5,-1,106,103,106,1,-6,26,-8
COCC(=O)NCc1nc2ccccc2n1Cc1ccccc1F,0,-12,-4,-7,101,99,101,-1,-5,34,-13
COc1cccc(OCc2nc3ccccc3c(=O)n2N)c1,0,-15,-4,-4,102,100,95,-1,-1,14,-4
CCOc1ccc(NS(=O)(=O)c2ccc3[nH]c(=O)oc3c2)cc1,1,-13,-4,-3,99,99,98,-1,-7,18,-8
CC1(C(=O)N(CC(=O)NC2CCCC2)C2CCCC2)CC(=O)N=C2C=CC=CN21 (stereo not drawn),0,4,1,0,110,105,99,5,0,21,-2
O=C(C1CCCN(Cc2cccs2)C1)N1CCCCCC1 (stereo not drawn),0,-2,-5,-7,102,104,101,-2,-6,24,-17
